# HP1b chromo inh: HTS for Inhibitors of HP1-beta Chromodomain Interactions with Methylated Histone Tails; AID 540317, 2011; Chromobox protein homolog 1 (Homo sapiens), P83916; Potency, µM (series often up to 114 µM), without a hit: top-dose activity change, negative = inhibition, hits mostly inhibitors; AlphaScreen HP1-beta / biotin-H3K9me3 peptide binding; hit rate 0.56% among 390,000; note: potency is the fitted concentration of half-maximal effect; nearly all actives have a fitted effect of over 70% in size; inactives centre near 23
# Target sequence (P83916 whole entry, looked up): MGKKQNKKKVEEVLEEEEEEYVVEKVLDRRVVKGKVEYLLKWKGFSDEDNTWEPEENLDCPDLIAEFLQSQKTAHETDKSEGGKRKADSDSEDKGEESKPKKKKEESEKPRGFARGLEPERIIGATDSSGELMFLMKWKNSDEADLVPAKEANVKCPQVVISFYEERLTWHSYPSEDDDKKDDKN
#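 HP1-beta protein (50 nM final) preincubated 30 min at room temperature with biotinylated H3(1-18)K9me3 peptide (50 nM) in PBS pH 7.4, 0.01% Tween-20, then compound added for 30 min. AlphaScreen streptavidin donor/nickel chelate acceptor beads (10 ug/mL final), 30 min dark, luminescence read.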
# TrxR1 substrate: qHTS Assay for Substrates of Mammalian Selenoprotein Thioredoxin Reductase 1 (TrxR1): qHTS | purified TrxR1 substrate turnover, NADPH consumption readout | Potency, µM (highest dose often 114 µM), for the others: at the top dose activity change, negative = substrate turnover | hit rate 0.01% among 390,000 | AID 588456, 2011; note: potency is the fitted concentration of half-maximal effect; % is set by controls: 0 for no effect and ±100 for the full control effect; nearly all actives have a fitted effect of over 50% in size
# Target sequence (O89049 whole entry, looked up): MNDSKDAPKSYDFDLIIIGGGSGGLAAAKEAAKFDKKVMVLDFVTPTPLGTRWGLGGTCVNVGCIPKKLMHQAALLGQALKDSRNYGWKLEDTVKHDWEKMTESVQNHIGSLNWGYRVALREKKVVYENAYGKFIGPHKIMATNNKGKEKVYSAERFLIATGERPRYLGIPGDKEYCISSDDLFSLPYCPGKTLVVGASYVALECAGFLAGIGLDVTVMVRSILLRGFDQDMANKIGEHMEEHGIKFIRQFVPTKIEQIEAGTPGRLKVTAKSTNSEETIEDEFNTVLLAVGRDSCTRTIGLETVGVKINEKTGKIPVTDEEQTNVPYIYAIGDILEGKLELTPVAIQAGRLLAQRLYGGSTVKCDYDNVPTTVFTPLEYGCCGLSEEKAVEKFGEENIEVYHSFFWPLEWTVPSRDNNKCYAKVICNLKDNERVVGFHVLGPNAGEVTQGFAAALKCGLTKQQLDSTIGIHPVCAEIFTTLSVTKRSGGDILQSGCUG
#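 Rat TrxR1, dispensed at 90 nM, was prereduced with 400 uM NADPH (final) for 5 min at ~22 deg C, then incubated with compound 15 min before 400 uM selenite. A first-read NADPH fluorescence drop versus no-compound background flagged substrates.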
# PI4K2A inh: qHTS for small molecular inhibitors of PI4K2A; activity change, negative = inhibition, % at 76.9 µM; AID 1346378, 2018; purified PI4K2A, ADP-Glo luminescence, 1 h; active compounds read low; Phosphatidylinositol 4-kinase type 2-alpha (Homo sapiens), Q9BTU6; hit rate 0.13% among 420,000; in the data active = activity change below about -50%; inconclusive = mostly about -30% to -49%;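 note: -100% = wells without enzyme as full effect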
#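 ADP-Glo luminescence measured ADP generated by PI4K2A enzyme (4 ug/mL before mixing) with 1.2 mM PI substrate (pre-mix) and 300 microM ATP (pre-mix). Tris pH7.5 buffer with MgCl2, Triton X-100; 1 h reaction at ambient temperature.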
# USP1-UAF1 inh: Inhibitors of USP1/UAF1: Primary Screen; hit rate 0.23% among 390,000; recombinant USP1/UAF1, Ub-Rhodamine cleavage fluorescence; Ubiquitin carboxyl-terminal hydrolase 1 (Homo sapiens), O94782; AID 743255, 2014; Potency, µM (highest dose often 57.1 µM), for inactives: at the highest dose activity change, negative = inhibition, most hits filed as inhibitors; note: potency is the fitted concentration of half-maximal effect; % is set by controls: 0 for no effect and ±100 for the full control effect; nearly all actives have a fitted effect of over 60% in size; inactives centre near -12
#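 1 nM enzyme complex + cpd, 15 min RT; start with Ub-Rho 150nM final; kinetic fluorescence ex 480/em 540, 6 reads q60 s. Buffer 50mM HEPES pH 7.8, 0.5mM EDTA, 0.1 mg/ml BSA, 1mM TCEP, 0.01% Tween-20.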
# mIDH1 inhibitor: qHTS for Inhibitors of mutant isocitrate dehydrogenase 1 (IDH1): qHTS; Isocitrate dehydrogenase [NADP] cytoplasmic (Homo sapiens), O75874; IDH1-R132H enzyme, NADPH consumption, diaphorase/resazurin fluorescence; Potency, µM (doses to about 76.6 µM), inactives show at the highest dose activity change, negative = inhibition, actives largely listed as inhibitors; hit rate 0.093% among 390,000; AID 602179, 2012; note: potency is the fitted concentration of half-maximal effect; % is set by controls: 0 for no effect and ±100 for the full control effect; nearly all actives have a fitted effect of over 65% in size
#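 IDH1-R132H (0.5 ug/mL) preincubated 30 min with compound, then NADPH (0.016 mM) and alpha-KG (2 mM) added; 80 min at RT, pH 7.5. Remaining NADPH coupled via diaphorase/resazurin to fluorescence (540/590 nm); concentration-response curves normalized to no-enzyme control.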
# rTrxR1 inhibitor: qHTS Assay for Inhibitors of Mammalian Selenoprotein Thioredoxin Reductase 1 (TrxR1): qHTS. Thioredoxin reductase 1, cytoplasmic (Rattus norvegicus), O89049. recombinant rTrxR1, NADPH fluorescence consumption, selenite substrate. Potency, µM (highest dose often 114 µM), for inactives: top-dose activity change, negative = inhibition, most hits filed as inhibitors. hit rate 1% among 390,000. AID 588453, 2011; note: potency is the fitted concentration of half-maximal effect; % is set by controls: 0 for no effect and ±100 for the full control effect; nearly all actives have a fitted effect of over 65% in size
#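 Rat TrxR1 (90 nM in the dispensed reagent) was pre-reduced with 400 uM NADPH for 5 min at room temperature, then incubated with compound for 15 min. After 400 uM selenite was added, NADPH fluorescence (Ex 340/Em 450 nm) was followed for 8 min.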
# Pin1 inhibitor: qHTS Assay to Find Inhibitors of Pin1 | Peptidyl-prolyl cis-trans isomerase NIMA-interacting 1 (Homo sapiens), Q13526 | Pin1 FP peptide displacement, HiFluor488, 10 min | Potency, µM (top dose mostly 115 µM), without a hit: at the top dose activity, negative = inhibition, actives largely listed as inhibitors | hit rate 0.009% among 390,000 | AID 504891, 2011; active = well fitted inhibition curve with a large enough effect in the polarisation, with a control signal flat, not every such curve was filed as active; inconclusive = small, poorly fitted or top-dose-only effect, or effect the other way, or a change in a side signal; inactive = no such curve, though single readings can be large or run the other way; the % refers to the polarisation; note: potency is the fitted concentration of half-maximal effect; % is set by controls: 0 for no effect and ±100 for the full control effect
# Target sequence (Q13526 whole entry, looked up): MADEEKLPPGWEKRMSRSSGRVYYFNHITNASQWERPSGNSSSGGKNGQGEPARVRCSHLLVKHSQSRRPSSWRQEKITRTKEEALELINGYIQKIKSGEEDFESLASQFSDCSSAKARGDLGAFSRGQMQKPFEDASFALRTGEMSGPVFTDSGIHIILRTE
# GLS inh: qHTS for Inhibitors of Glutaminase (GLS) | Glutaminase kidney isoform, mitochondrial (Homo sapiens), O94925 | GLS enzymatic activity, qHTS titration | hit rate 0.21% among 410,000 | Potency, µM (titrated, usually from 45.5 µM), for inactives: at the top dose activity change, negative = inhibition, most hits filed as inhibitors | AID 624170, 2012; note: potency is the fitted concentration of half-maximal effect; % is set by controls: 0 for no effect and ±100 for the full control effect
#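 hKGA in 45 mM KH2PO4 pH 8.2, 0.02% Tween-20 with pin-transferred compounds; 1 mM L-glutamine (stock) plus glutamate oxidase/HRP/Amplex Red coupling added. Fluorescence read initially and after 30 min at RT.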
# Tb PGK inh: qHTS Assay to Find Inhibitors of Phosphoglycerate Kinase; PGK/GAPDH coupled, Kinase-Glo luminescence, 60 min; Potency, µM (titrated, usually from 57.5 µM), for the others: at the top dose activity change, negative = inhibition, actives largely listed as inhibitors; hit rate 0.043% among 380,000; note: potency is the fitted concentration of half-maximal effect; % is set by controls: 0 for no effect and ±100 for the full control effect; nearly all actives have a fitted effect of over 60% in size
#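 Luminescent ATP detection (Kinase-Glo Plus) follows a 60-minute room-temperature incubation, with wells lacking PGK as controls. Buffer: 100 mM TEA (pH 7.6), 5 mM MgCl2, 0.01% Tween-20. Coupling enzyme GAPDH (100 nM final) supplies unstable 1,3-BPG in-well.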
# Active calls of the source: *; i = inactive; ? = inconclusive; . = no result given; & = joins results of further samples; [ ] = remark or other dose. Unless noted, calls come from the whole dose curve; as a rule, active = well fitted curve in the direction sought with a large enough effect; inconclusive = small, poorly fitted or top-dose-only effect, or another doubt; inactive = no such curve, though single readings can be large; an effect the other way counts as inactive or inconclusive.
# Order of results: HP1b chromo inh	TrxR1 substrate	PI4K2A inh	USP1-UAF1 inh	mIDH1 inhibitor	rTrxR1 inhibitor	Pin1 inhibitor	GLS inh	Tb PGK inh
COc1ccc2oc(C(=O)OCC(=O)N3CCCC3=O)c(C)c2c1
  30%	34%[activator]	-5	-18%	6%	23%	1%	-15%	i
CCN(CC)Cc1c(O)ccc2c(=O)c(Oc3ccccc3OC)coc12
  22%	53%[57.1 µM]	2	-9%	-1%	6%[11.4 µM]	-6%	-8%	-6%
Cc1ccc(S(=O)(=O)N(C)c2ccc(OCC(=O)NCc3ccco3)cc2)cc1
  -2%	-5%	-1	-25%	-7%	-3%	1%	.	-6%
CCC(C)Nc1cc(C)c(C#N)c2nc3ccccc3n12 (centres undefined)
  35%	217%[activator]	2	-34%	6%	45%[57.1 µM]	32%[activator]	-4%	7%
Cc1nn(CC(=O)NNC(=O)c2ccc(Br)cc2)c(C)c1[N+](=O)[O-]
  47%[activator]	-4%	-3	-8%	-10%	14%	-7%	11%	-6%
O=[N+]([O-])c1ccc(N=NNc2ccccc2)cc1
  ?	-4%	-4	-21%	14%	13%	-7%	40%[activator]	i
CCn1c(=O)cc(SCC(=O)NCc2ccc3c(c2)OCO3)c2ccccc21
  19%	-6%	2	-2%	13%	5%	4%	-5%	-1%
CCOc1ccccc1CNS(=O)(=O)c1ccc(-c2coc(C)n2)cc1
  20%[57 µM]	3%[57.1 µM]	1	?	-7%	18%[57.1 µM]	0%	1%	-12%
Cc1cc(O)c(C(c2ccc(F)cc2)N2CCN(c3ccccc3)CC2)c(=O)n1Cc1ccco1 (centres undefined)
  31%[57 µM]	5%[57.1 µM]	-2	-14%	2%	?	-4%	36%[activator]	7%
C/C(Cl)=C\Cn1c(N2CCCC2)nc2c1c(=O)n(C)c(=O)n2C
  0%	8%[57.1 µM]	4	-4%	0%	3%[57.1 µM]	-3%	21%	3%
COc1ccc2c(c1)OC[C@H]1[C@H]2N2C(=O)CN(Cc3ccc(Cl)cc3)C(=O)[C@@]2(C)[C@H]1c1ccccc1
  41%	8%	-3	-15%	9%	24%	56%[activator]	-2%	-9%
O=C(NCCc1ccccc1)c1ccc2c(c1)N(Cc1ccc(F)cc1)C(=O)CS2
  15%	0%[57.1 µM]	-2	25%	-5%	22%[57.1 µM]	-4%	-14%	5%
Cc1cc2ccccc2nc1SCC(=O)Nc1nc(-c2ccccc2)cs1
  8%	2%	-4	-5%	-4%	6%	16%	8%	-2%
O=C(Nc1ccc(-c2nc3ccccc3s2)c(O)c1)c1ccc(Br)cc1
  38%	-1%	2	-11%	-7%	8%	8%	-7%	-10%
O=C(COC(=O)c1ccccc1)Nc1cccc(S(=O)(=O)N2CCCCC2)c1
  21%	0%	-6	-19%	-1%	14%	1%	0%	-9%
O=C(Nc1cccc(Br)c1)N1CCC(CN2CCCCCC2)CC1
  14%	4%	6	-29%	-11%	-6%	13%	4%	21%
CCCNC(=S)Nc1ccc(Nc2ccccc2)cc1
  -20%	0%	-3	-16%	-2%	-6%	-13%	-9%	4%
O=C(N/N=C\c1ccc(-c2cccc(Cl)c2)o1)C(=O)NC1CCCC1
  18%	22%	2	-13%	6%	20%	0%	-8%	-1%
COc1cccc(C2=NS(=O)(=O)N(C)C(C(=O)Nc3cccc(O)c3)=C2)c1
  7%	-6%	1	-6%	0%	8%	-1%	12%	-3%
O=C(NCC(c1ccco1)N1CCc2ccccc21)c1ccccc1 (centres undefined)
  -18%	-3%[57.1 µM]	-1	-23%	-6%	1%[57.1 µM]	1%	2%	i
Cn1c(=O)cc(N)n(-c2ccccc2)c1=O
  -2%	6%[57.1 µM]	2	2%	13%	-1%[57.1 µM]	2%	7%	1%
COc1ccc(-n2ncc(C(=O)N3CCN(c4ncccn4)CC3)c2C2CCN(C(=O)OC(C)(C)C)CC2)cc1
  9%	1%	-2	-27%	-3%	1%	-5%	-5%	i
COc1ccccc1C(=O)Nc1ccc2c(c1)CCCN2C(=O)c1ccccc1
  ?	-8%	-1	-27%	0%	1%	17%	-6%	?
CN(C(=O)c1cccc(NC(=O)Cc2ccc(NC(=O)C3CCN(C(=O)CCc4ccccc4)CC3)cc2)c1)C1CCC1
  48%[activator]	4%	0	?	10%	18%	31%[activator]	-4%	i
Cn1ccc2cc(S(=O)(=O)N3CCN(C(=O)Nc4ccc(F)cc4F)CC3)ccc21
  16%[57 µM]	-7%[57.1 µM]	1	-13%	-22%	-2%[57.1 µM]	-4%	8%	0%
CC(C)Sc1nc2sc(-c3ccccc3)cc2c(=O)n1N
  40%[activator]	5%	-6	-23%	-4%	3%	3%	7%	-4%
Cc1c(C(=O)OC2CCCCC2)[nH]c2c1C(=O)CC(c1ccc(C(C)(C)C)cc1)C2 (centres undefined)
  14%	-5%	-2	-11%	-15%	2%	4%	1%	3%
COc1ccc(OCC(=O)Nc2c(C(=O)N3CCN(C)CC3)oc3ccccc23)cc1
  8%	2%[57.1 µM]	2	-16%	0%	12%[57.1 µM]	-6%	0%	-2%
COc1nc(C)nc(NC(=O)NS(=O)(=O)c2ccc(C)cc2)n1
  45%[activator]	8%	-2	-21%	11%	13%	-5%	11%	-1%
COc1ccc(C(=O)Nc2cccc(C(=O)NCc3ccco3)c2)cc1
  13%	7%[57.1 µM]	7	-8%	5%	1%[57.1 µM]	-3%	19%	1%
COc1ccc(CCNC(=O)c2ccc(S(=O)(=O)N3CCCCC3)cc2)cc1
  30%	-8%	-2	-4%	-6%	-2%	0%	8%	-5%
Cc1cc(C)n2nc(SCC(=O)N/N=C/c3ccccc3F)nc2n1
  7%	7%	4	-6%	-9%	11%	0%	6%	-1%
CC(=O)C(Sc1nccc(-c2cccs2)n1)C(C)=O
  20%	-9%	-4	1%	19%	20%[57.1 µM]	-1%	-10%	-9%
O=C1COc2ccc(S(=O)(=O)NCCc3ccccc3)cc2N1
  ?	10%	1	-12%	0%	21%	-3%	5%	-5%
Cc1ccc(S(=O)(=O)N(CC(=O)N(C)C)c2cccc([N+](=O)[O-])c2)cc1
  7%	9%[57.1 µM]	2	-7%	8%	-1%[57.1 µM]	-6%	4%	6%
CCc1nnc(NC(=O)c2nc(S(=O)(=O)Cc3cccc(C)c3)ncc2Cl)s1
  -15%[57 µM]	-3%&-3%	?	-14%&5%	0%&0%	40µM*	-2%&3%	-1%&13%	-2%&1%
CCOC(=O)CC(=O)CSc1nnc2c(n1)[nH]c1ccccc12
  22%	-5%	5	-9%	2%	-19%	-2%	-14%	i
COc1cc2c(C(=O)NCc3ccc4c(c3)OCO4)cn(C)c(=O)c2cc1OC
  27%	-8%	5	-9%	15%	-9%	8%	12%	2%
Cn1c(=O)c(C(=O)CCl)c(N)n(CC2CC2)c1=O
  61%[activator]	-6%[57.1 µM]	-6	-28%	6%	14µM*	-3%	-3%	i
Cc1ccc(Nc2c(-c3cccs3)nc3nc(C)cc(C)n23)cc1
  4%	-3%	-10	-2%	-15%	2%	54%[activator]	26%	-20%
CCOC(=O)c1c(C)oc2ccc(OC(=O)c3cccs3)cc12
  115%[activator]	1%	1	-18%	4%	15%	2%	2%	-8%
C[C@H](CO)N1C[C@H](C)[C@H](CN(C)CC2CC2)Oc2ccc(NC(=O)CCN3CCOCC3)cc2C1=O
  49%[activator]	5%	-1	?	-7%	10%	0%	0%	0%
O=C(O)c1ccc(NC(=O)c2ccco2)c(NC(=O)c2ccco2)c1
  37%[activator]	0%	-2	-13%	10%	5%	-1%	13%	i
COC(=O)c1cc(OC)c(OC)cc1NC(=S)N1CCCC(CO)C1 (centres undefined)
  32%	5%	-2	1%	2%	15%	-1%	16%	-12%
Clc1ccc(-c2csc(N/N=C/c3ccc4c(c3)OCO4)n2)cc1
  14%	-20%[57.1 µM]	1	-4%	10%	15%[57.1 µM]	-3%	-14%	i
COc1ccccc1NS(=O)(=O)c1cc(NC(=O)C2CCC2)ccc1N1CCCCC1
  -32%	-9%	-2	-22%	8%	-19%	9%	-9%	-1%
CCN(CC(=O)Nc1ccc2c(c1)OCCO2)C(=O)/C=C/c1ccc([N+](=O)[O-])cc1
  -14%	-13%	2	-20%	1%	-4%	-7%	5%	-4%
Cc1nc2nc(-c3ccc(F)cc3)cn2nc1C
  41%[activator]	157%[activator][57.1 µM]	-23	3%	1%	39%[activator][57.1 µM]	5%	-4%	-19%

# From PubChem

# This is a subset; rates above refer to the full screens.
